PAX8 reporter = lowers PAX8-driven luciferase in RMG-I cells; RMG-I TPO-luciferase reporter, SteadyGlo, 24 h; 360,000 tested, 1.2% active; inhibition, % at 12.6 µM; AID 652154;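 active means mean replicate inhibition at least 60% with every replicate also reaching 60%; inconclusive means only one of the two criteria is met; inactive means mean below 60% and not all replicates reaching 60%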;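 further: luciferase light reporting Pax8 driven TPO promoter activity; plate controls were median of neutral control wells for no effect and mitoxantrone controls for full effect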
GSIS activator = GLuc luminescence reporter in INS-1E cells, primary screen for activators of glucose-dependent secretion of insulin. INS-1E GLuc reporter insulin secretion, 2-3 h. activation, % at 16.6 µM. 370,000 tested, 0.61% active. AID 743287;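 active means lowest replicate activation of at least 40%, so every replicate reaches that level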;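 further: 0% = median of neutral control wells and 100% = median of IBMX positive control wells; some compounds called inactive have numbers as strong as hits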
miR-122 sensor = blocks miR-122 activity in Huh7 sensor cells; Huh7 miR-122 Renilla luciferase sensor, 48 h; neutral wells = 0, positive control = 100; AID 602342; 340,000 tested, 0.3% active; activation (reporter increase), % at 12.5 µM;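 active means mean replicate activation score at least 90 and every replicate individually at or above 90; inconclusive means only one of the two criteria met; inactive means neither criterion met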;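 further: higher luciferase means less miR-122 activity so hits act as miR-122 inhibitors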
FN deposition inh = fibronectin deposition inhibition; AH1F fibroblasts, Alexa488-fibronectin deposition fluorescence, overnight; 350,000 tested, 0.086% active; inhibition, % at 12.6 µM;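 active means mean inhibition across replicates of 30% or more, regardless of how many single replicates reach that level; inconclusive means mean under 30% yet at least half of replicates reach 30%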;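 further: positive control wells lacked labelled fibronectin entirely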
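Test system: AH1F fibroblast monolayer depositing Alexa488-labelled fibronectin into matrix. Input: 10000 cells per well. Technique: fluorescence, ex 485 nm, em 525 nm. Buffer or medium: DMEM plus 2% serum, read in PBS. Timing: 1 h cell adhesion before compound, then overnight fibronectin incubation. Compound: single dose, pinned. Read-out basis: inhibition from reduced deposited-fibronectin fluorescence.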
EWS-Fli block = inhibitors of EWS/Fli oncoprotein transcriptional activity; inhibition, % at 12.6 µM; A673 NR0B1-luciferase reporter, viability-normalised; 350,000 tested, 0.67% active;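 active means mean inhibition of at least 50% after viability correction, with every replicate also passing that limit; inconclusive means mean reaches 50% but only one of two replicates passes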;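 further: firefly luciferase signal divided by Alamar Blue viability fluorescence both relative to DMSO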
F508del corr = CFTR F508del correction in bronchial cells; CFBE cells, YFP halide quenching; stimulated with forskolin plus potentiator P3; % fluorescence drop versus neutral controls; activity (quench increase), % at 7.58 µM; 350,000 tested, 0.36% active;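 active means mean added fluorescence quench of at least 8% versus neutral control, with both replicates also reaching 8%; inconclusive means only one of the mean or replicate conditions met; inactive means mean below 8% and not both replicates reaching 8%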;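 further: cells transiently co-express mutant CFTR-F508del with the halide-sensitive YFP; corrector assay measuring rescue of mutant channel to the surface after 24 h compound exposure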
DENV2 CPE = inhibitors of DENV2 cytopathic effect. CPE inhibition, % at 9.99 µM. AID 651640. DENV2-infected cells, cytopathic effect rescue, plate reader. 350,000 tested, 1.7% active; in the data active means CPE inhibition above about 20%, passing the limit was not always enough; inconclusive means no clear call, values can overlap the other calls; tested in BHK-21 cells;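 further: 0% = median of neutral control wells and 100% = median of positive control wells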
Numbers without * were called inactive; ? = inconclusive; . = not tested or not shown; [ ] = remark or other dose.

SMILES | PAX8 reporter | GSIS activator | miR-122 sensor | FN deposition inh | EWS-Fli block | F508del corr | DENV2 CPE
O=C(c1ccccc1-c1nc(-c2ccccc2Cl)no1)N1CCOCC1 | 7.6 | 10.6 | 3.5 | -3.6 | 9.3 | 1.4 | 1.0
Cc1cc(Nc2ccc(F)cc2Cl)n2nc(C)nc2n1 | 0.6 | 0.9 | 0.8 | 12.5 | 4.1 | -1.4 | -6.4
Cc1nn(CC(=O)NCCN2CCCCCC2)c(=O)c2nn(-c3ccccc3)c(C)c12 | -6.8 | -23.2 | -10.1 | -12.6 | . | 0.9 | -1.2
CC1CN/C(=C\C(=O)c2ccc(Br)cc2)C(=O)N1 (stereo not drawn) | 27.5 | 1.4 | -13.5 | -3.1 | 16.5 | 0.4 | .
O=S(=O)(c1ccc(NC2CCCc3ccccc32)nc1)N1CCOCC1 (stereo not drawn) | 29.8 | . | 4.8 | -2.5 | . | . | .
CC(C)(C)C1CCC(C(=O)NCC(c2cccs2)N2CCOCC2)CC1 (stereo not drawn) | 3.4 | -47.3 | -7.3 | . | . | 2.4 | -5.5
C[C@H](CO)N1C[C@H](C)[C@@H](CN(C)C(=O)Nc2cccc3ccccc23)Oc2c(NC(=O)C3CC3)cccc2C1=O | 2.2 | 15.3 | 2.4[16.7 µM] | . | 10.6 | -1.6 | ?
Cc1ccc2cc(C3C(C#N)=C(N)Oc4c3ccc3cccnc43)c(=O)[nH]c2c1 (stereo not drawn) | . | -16.4 | 8.2 | . | -13.8 | 0.5 | .
COc1ccc(/C=C2/SC(=S)N(c3ccc(S(=O)(=O)Nc4nccs4)cc3)C2=O)cc1 | 15.6 | -12.5 | . | -2.3 | 9.7 | . | 2.1
CC1(C)CC(=O)C2=C(C1)Nc1ccccc1NC2c1ccc(F)c(F)c1 (stereo not drawn) | -24.5 | 12.4 | 1.9 | 0.8 | 3.6 | 0.6 | 22.7*
N/C(=N\OC(=O)c1ccccc1)C(Cc1ccccc1)C(=O)NOC(=O)c1ccccc1 (stereo not drawn) | . | 4.1 | -4.3 | 7.0 | 3.2 | 1.2 | -2.0
CC(=O)O[C@]1(C(C)=O)CC[C@H]2[C@@H]3C=C(C)C4=CC(=O)CC[C@]4(C)[C@H]3CC[C@@]21C | 7.9 | . | -3.3 | -6.7 | 15.1 | 3.7 | -5.0
CC(C)C[C@@H](NC(=O)OC(C)(C)C)C(=O)N1O[C@]23C=C[C@]14C[C@@H](O)CC[C@]4(C)C2CC[C@]1(C)[C@@H]([C@H](C)/C=C/[C@H](C)C(C)C)CC[C@H]13 (stereo partly drawn) | -13.9 | -15.4 | . | -0.9 | -5.4 | 3.1 | 18.5
CC1(C)CC(=O)c2c(oc3ccc(NS(=O)(=O)c4ccc(C(=O)O)cc4)cc23)C1 | -9.8 | 3.1 | . | -6.9 | -4.7 | 1.7 | 4.8
CCOC(=O)c1c(NC(=O)CSc2nnc(-c3ccc(C)cc3)o2)sc(C(C)=O)c1C | . | -41.9 | -1.1 | -24.0 | . | . | .
C[C@H](CO)N1C[C@H](C)[C@H](CN(C)S(=O)(=O)c2ccccc2)Oc2ccc(NC(=O)Nc3ccccc3)cc2CC1=O | 3.8 | -16.5 | -1.8[16.7 µM] | . | 3.6 | -0.8 | 13.6
Cc1ccc(S(=O)(=O)Nc2cccc3c2O[C@@H](CN(C)Cc2ccncc2)[C@H](C)CN([C@@H](C)CO)C3=O)cc1 | -16.9 | -2.1 | 3.8[16.7 µM] | -2.3 | 2.5 | 1.3 | .
N=C(c1ccc([N+](=O)[O-])cc1)N1CCCCCC1 | -8.3 | 13.8 | -1.3 | 9.7 | -79.5 | -1.4 | 2.5
C[C@H](CO)N1C[C@H](C)[C@@H](CN(C)Cc2ccc(C(=O)O)cc2)OCCCC[C@H](C)Oc2ccc(NS(=O)(=O)c3ccc(F)cc3)cc2C1=O | 2.3 | 8.9 | 3.6[16.7 µM] | . | -7.0 | -1.2 | ?
CC(O)(c1ccccc1)c1nc(-c2ccccc2)cs1 (stereo not drawn) | -1.5 | -29.5 | 5.1 | 3.3 | -13.0 | 0.3 | -5.0
CN1C(=O)c2cc(NC(=O)c3cscn3)ccc2OC[C@@H]2O[C@H](CC(=O)NCC3CC3)CC[C@@H]21 | -5.4 | 6.6 | -8.3[16.7 µM] | 6.2 | -9.6 | -2.0 | -3.5
CCOC(=O)C1(C)CCN1C(=O)c1ccc(C(F)(F)F)cc1 (stereo not drawn) | . | . | -11.2 | -1.6 | -2.9 | -2.4 | 4.4
CC(=O)Nc1ccc(Oc2nc(-c3ccccn3)nc3ccccc23)cc1 | -84.0 | 2.0 | . | -0.5 | -48.8 | -1.5 | -6.3
COc1ccc(NC(=O)CN(C)C(=O)c2csc3c2CCCC3)cc1 | 9.3 | -6.1 | . | 0.8 | -12.5 | -2.5 | -4.2
COCCCNC(=O)C1CCCN(S(C)(=O)=O)C1 (stereo not drawn) | -7.5 | -3.0 | . | 5.7 | 0.1 | . | ?

More entries.
SMILES | PAX8 reporter | GSIS activator | miR-122 sensor | FN deposition inh | EWS-Fli block | F508del corr | DENV2 CPE
CS(=O)(=O)NCCOc1ccc(S(=O)(=O)NCCOc2ccccc2)cc1 | -1.5 | -7.3 | . | -0.8 | 10.3 | 0.4 | ?
CC1CCCCC1NC(=O)CO/N=C/c1ccccc1OC(F)F (stereo not drawn) | 15.4 | -0.2 | -2.1 | -2.9 | -10.4 | . | -7.1
C[C@@H]1CN([C@@H](C)CO)C(=O)c2cccc(NC(=O)NC3CCCCC3)c2O[C@@H]1CN(C)S(=O)(=O)c1ccc(Cl)cc1 | 3.7 | -14.8 | -12.1[16.7 µM] | -8.4 | 5.1 | 0.6 | 16.4
O=C(O)c1cccc(-n2cc(-c3cccc(C(F)(F)F)c3)cn2)c1 | -88.5 | 0.3 | . | 4.0 | -15.8 | -0.9 | 1.2
COc1ccc(C2=NN(C(N)=S)C(c3ccccc3)C2)cc1 (stereo not drawn) | -30.0 | -8.7 | . | -5.5 | -7.6 | 0.4 | -1.4
CC(C)NC(=O)C(=O)NNC(=O)CCc1ccccc1 | -7.2 | -2.3 | . | 2.8 | 6.8 | -4.7 | -0.5
CCOc1ccc(-c2cc(CCCC(=O)NCCC(C)C)no2)cc1 | -42.7 | -4.8 | -1.0 | -6.8 | 0.7 | -1.7 | 0.0
C[C@@H]1CN([C@@H](C)CO)C(=O)c2cc(C#CCN(C)C)cnc2O[C@H]1CN(C)S(C)(=O)=O | . | 18.8 | -4.5[16.7 µM] | -0.1 | 0.2 | 0.3 | 9.9
CCOC(=O)c1nn(C)c(=S)n(C)c1=O | -1.7 | 0.5 | -4.4 | -8.0 | -7.4 | 1.2 | 2.3
N#Cc1ccc(C(=O)N(Cc2ccco2)c2c(N)n(Cc3ccccc3)c(=O)[nH]c2=O)cc1 | 5.3 | -5.4 | -4.9 | -22.9 | -0.6 | -2.8 | 11.0
COc1ccccc1-c1ccc2c(c1)O[C@H](CN(C)C)[C@H](C)CN([C@H](C)CO)S2(=O)=O | . | 26.7 | 2.2[16.7 µM] | -1.4 | -2.9 | -1.5 | 6.1
COc1ccc(CCN2C(=O)CSC2=Nc2ccc(C)cc2C)cc1OC | 20.4 | . | . | 2.0 | 9.1 | 0.8 | 5.0
O=C1CCC2CN3CCc4c([nH]c5ccccc45)C3CC2C1 (stereo not drawn) | 2.3 | 1.1 | 5.6 | -5.3 | -5.2 | 3.4 | 0.7
C=CCn1c(COc2ccc(F)cc2)nnc1SCC(=O)Nc1cccc(S(N)(=O)=O)c1 | -26.6 | -5.7 | -1.9 | . | -4.5 | . | -5.6
COc1ccc(NC(=O)Nc2ccc3c(c2)C(=O)N([C@H](C)CO)C[C@H](C)[C@@H](CN(C)S(=O)(=O)c2cccs2)OCCCC[C@H](C)O3)cc1 | . | -18.8 | -4.2[16.7 µM] | . | 2.8 | 1.8 | 10.9
O=C(Nc1cccc(NC(=O)c2cccc(Cl)c2)c1)c1cccnc1 | 22.3 | -11.9 | 24.7 | 9.3 | -3.9 | -0.8 | -5.5
CC(N)c1csc(NC(=O)c2cc(C(C)(C)C)nn2Cc2ccccc2)n1 (stereo not drawn) | -15.0 | -27.6 | 2.3 | -1.8 | 29.4 | -2.8 | -3.8
Fc1cc(F)cc(NC(=S)N2CCC(c3ccccc3)C2)c1 (stereo not drawn) | -56.1 | 17.6 | 13.4 | 4.7 | -37.1 | 0.5 | -0.6
O=C(CSc1nnc(NC(=O)C2CC(=O)N(c3ccccc3)C2)s1)NCc1ccco1 (stereo not drawn) | -0.6 | 0.5 | . | 2.5 | 4.6 | -4.8 | -2.8
O=C(C[C@H]1CC[C@@H]2[C@H](COC[C@@H](O)CN2Cc2cc(F)ccc2F)O1)N[C@H]1CCN(Cc2ccccc2)C1 | -12.6 | -6.5 | -4.1[16.7 µM] | -13.2 | -5.5 | -0.5 | 9.6
CCOC(=O)C(=O)Nc1cc(Cl)ccc1C | -30.1 | 25.3 | -4.0 | 4.2 | . | . | .
CC(C)(C)C(=O)Nc1nnc(SCC(=O)NCc2ccco2)s1 | 39.1 | 2.3 | . | 1.6 | 6.4 | . | -6.1
O=c1[nH]c2ccccc2n1Cc1ccccc1 | 6.5 | . | -5.1 | 0.1 | -4.0 | 6.6 | -1.6
CC=Cc1ccc2n(c1=O)C[C@H]1[C@H](CO)[C@@H](C(=O)N(C)C)N(CC3CCCCC3)[C@@H]21 (mixture of isomers) | -5.4 | 3.6 | 6.8[16.7 µM] | . | 10.3 | 0.5 | -6.7
C[C@@H]1CN([C@@H](C)CO)C(=O)c2cccc(NC(=O)Nc3ccc(F)cc3)c2O[C@@H]1CN(C)Cc1ccc(-c2ccccc2)cc1 | . | -12.3 | -4.4[16.7 µM] | 2.1 | 10.5 | -2.5 | 0.9

4 records picked at random from the list so far:
SMILES | PAX8 reporter | GSIS activator | miR-122 sensor | FN deposition inh | EWS-Fli block | F508del corr | DENV2 CPE
CCOC(=O)C(=O)Nc1cc(Cl)ccc1C | -30.1 | 25.3 | -4.0 | 4.2 | . | . | .
CCOC(=O)c1nn(C)c(=S)n(C)c1=O | -1.7 | 0.5 | -4.4 | -8.0 | -7.4 | 1.2 | 2.3
O=C(O)c1cccc(-n2cc(-c3cccc(C(F)(F)F)c3)cn2)c1 | -88.5 | 0.3 | . | 4.0 | -15.8 | -0.9 | 1.2
CC(C)NC(=O)C(=O)NNC(=O)CCc1ccccc1 | -7.2 | -2.3 | . | 2.8 | 6.8 | -4.7 | -0.5

(more compounds)
SMILES | PAX8 reporter | GSIS activator | miR-122 sensor | FN deposition inh | EWS-Fli block | F508del corr | DENV2 CPE
NCc1csc(NC(=O)Nc2cccc(Cl)c2)n1 | 4.4 | -1.8 | -2.2 | -1.1 | -17.4 | 1.1 | 25.4*
CCN1CCN(Cc2ccc(OC)c(OCc3ccccc3)c2)CC1 | . | -4.9 | -1.4 | -10.9 | . | . | .
Cc1noc(C)c1S(=O)(=O)Nc1ccc2c(c1)C(=O)N([C@@H](C)CO)C[C@@H](C)[C@@H](CN(C)Cc1ccncc1)OCCCC[C@@H](C)O2 | 7.3 | -2.4 | 5.4[16.7 µM] | . | 1.9 | -0.5 | 5.3
CC(=O)Nc1ccc(C(=O)OCC(=O)Nc2ccc(N3CCOCC3)cc2)cc1 | 28.4 | 0.2 | 1.9 | -0.3 | -2.8 | -0.3 | 13.0
Cc1csc(N2CCN(c3cc4c(cc3Cl)nc(-c3ccncc3)n4CCCN3CCCC3)CC2)n1 | -1.1 | . | . | -14.2 | 19.1 | -1.9 | .
COc1cccc(NC(=O)CSc2nc(C3CC3)nc3ccccc23)c1 | -2.0 | 10.9 | . | 2.6 | 6.3 | -0.6 | -6.2
